Screens (PubChem)
Lamin A splicing = LMNA splicing modulation. AID 1487. Potency, µM (doses to about 46.1 µM), for inactives: at the top dose ratio change, negative = inhibition, hits mostly inhibitors. HeLa LMNA splicing GFP/RFP minigene ratio, 48 h. 200,000 tested, 0.01% active; active means well fitted inhibition curve with a large enough effect in the signal ratio, with a control signal flat, not every such curve was filed as active; inconclusive means small, poorly fitted or top-dose-only effect, or effect the other way, or a change in a side signal; the % refers to the signal ratio; further: on the % scale 0 is the no-effect control and ±100 the full control effect
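S3 HeLa cells stably expressing lamin A-EGFP splicing minigene plus DsRed2, 600 cells/well, 48 h compound exposure at 37C. Laser-scanning cytometry; analysed as GFP (500-530 nm)/RFP (575-640 nm) total intensity ratio; 0.5% DMSO vehicle.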
Epigenetic reg = epigenetic control regulation, reporter derepression. murine LDR cells, GFP reporter derepression, 30 h. Potency, µM (top dose mostly 53.9 µM), for inactives: top-dose GFP activation, actives largely listed as activators. 280,000 tested, 0.2% active. AID 1865; active means well fitted activation curve with a large enough effect; inconclusive means small, poorly fitted or top-dose-only effect; further: % of control where 0% means no effect; nearly all actives have a fitted effect of over 60% in size
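Reporter derepression read as number of fluorescent GFP-positive objects, 20-120 um in size, counted by laser-scanning cytometer. Mouse LDR line with an epigenetically silenced CMV-GFP locus; compound incubation 30 h, 37 C.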
Starred values were filed as active, the others as inactive; ? = inconclusive; [ ] = remark or other dose. Potency means the concentration at half of the fitted maximal effect. Only part of the results is shown (hit frequency here may not be typical).

Lamin A splicing,Epigenetic reg,SMILES
-4%[46 µM],-1.3%,CCCCN(c1ccccc1)c1ncnc2c1cnn2-c1cccc(C)c1
?,7.3%,NS(=O)(=O)c1ccc(NC(=O)CN2CCN(c3ccc(F)cc3)CC2)cc1
?,0.0%,CCc1ccc(CNC(=O)c2c3c(nc4ccccc24)C(=O)N(C2CCCCC2)C3)cc1
27%[46 µM],-0.2%,O=S(=O)(NCCc1csc2nc(-c3ccccc3)nn12)c1ccc(Oc2ccccc2)cc1
-12%[46 µM],3.2%,Cc1ccc(S(=O)(=O)N(CCc2ccccc2)CC(=O)Nc2cc(C)ccc2C)cc1
-6%[46 µM],14%,Cc1cc2c(cc1S(=O)(=O)N(C)CC(=O)Nc1ccc(C#N)cc1)OCC(=O)N2
?,1.7%,O=C(Nc1cc(-c2ccc(F)c(F)c2)no1)c1ccccc1F
-9%[46 µM],3.9%,CCc1ccccc1NC(=O)CSc1ncccc1C(=O)O
-18%[46 µM],0.0%,O=C(CCCn1c(=O)c2cccn2c2ccccc21)Nc1cccc(Cl)c1
-9%[46 µM],0.0%,COC(=O)c1scc(-c2ccc(C)cc2)c1S(=O)(=O)Nc1cc(C)c(Cl)cc1OC
-4%[46 µM],1.1%,CC(C)CCNC(=O)CN1C(=O)c2cccnc2Sc2ccccc21
-18%[46 µM],0.0%,CC(=O)c1cc2c(cc1N/C(=N/S(=O)(=O)c1ccc(F)cc1)c1ccccc1)OCO2
6%[46 µM],-1.3%,COc1ccc(N2CCN(C(=O)c3c(C)oc4ncnc(N5CCCCC5)c34)CC2)cc1
?,-0.6%,CCn1c(SCc2ccccc2F)nc(=O)c2c(C(=O)OC)cc(C3CC3)nc21
?,?,CCOC(=O)c1c(NC(=O)c2ccc(S(=O)(=O)N(CCOC)CCOC)cc2)sc2c1CC(C)(C)NC2(C)C
13%[46 µM],4.2%,CCN1CCN(CCCNC(=O)c2ccc3c(c2)sc2nc(-c4ccc(C)cc4)cn23)CC1
-16%[46 µM],3.2%,Cc1ccc(-n2ncc3c(NC4CCCCC4)ncnc32)cc1
?,-1.6%,CCOC(=O)N1CCN(Cc2nc3cc(NC(=O)c4ccccc4OC)ccc3n2C(C)C)CC1
11%[46 µM],-1.1%,Cc1cc2nc(-c3ccc(Cl)cc3)cc(C(F)(F)F)n2n1
?,0.0%,CCCCc1nn2c(=O)cc(COC(=O)c3cccs3)nc2s1

Next part.
Lamin A splicing,Epigenetic reg,SMILES
-8%[46 µM],1.4%,CCCn1cc(S(=O)(=O)c2cc(C)ccc2C)c(=O)c2cc(F)c(N3CCN(CC)CC3)cc21
?,1.8%,COc1ccccc1CNC(=O)C(=O)NCC(c1ccco1)S(=O)(=O)c1ccc(C)cc1 (stereo unspecified)
?,1.4%,O=C(CCNS(=O)(=O)c1ccc2c(c1)CCN2C(=O)C1CC1)Nc1ccc(Cl)cc1
10%[46 µM],-1.7%,CCOC(=O)c1cc(S(=O)(=O)N2CCN(c3ccc(OC)cc3)CC2)[nH]n1
21%[46 µM],4.1%,CCCCc1ccc(NC(=O)CSc2nc(=O)[nH]c3c2CCCC3)cc1
0%[46 µM],-0.4%,CCOc1ccc(OCC)c(NC(=O)C2CCN(c3nnc(-n4cccc4)s3)CC2)c1
?,-1.9%,COc1ccc(NC(=O)CSc2nc3ccccc3nc2Cc2ccc(C)cc2)cc1Cl
-2%[46 µM],1.1%,Cc1ccc(CSC2=Nc3ccccc3C3=NC(CC(=O)NCc4ccc5c(c4)OCO5)C(=O)N23)cc1 (stereo unspecified)
?,-4.1%,Cc1cccc(Cn2cccc2CNS(=O)(=O)c2ccc(Br)cc2)c1
?,2.7%,COc1cc(C(=O)NCC(c2ccc(N(C)C)cc2)N2CCc3ccccc32)cc(OC)c1OC (stereo unspecified)
?,5.7%,O=S(=O)(Nc1ccc2nc(-c3cccc(Cl)c3)oc2c1)c1ccccc1
?,0.8%,COc1ccc(CC(=O)NCCc2sc(-c3cccc(F)c3)nc2C)cc1
6%[46 µM],-4.0%,COc1ccc(CCNC(=O)c2ccc3c(c2)nc2n3CCC(C)C2)cc1OC (stereo unspecified)
-8%[46 µM],1.1%,CC(=O)c1ccc(NC(=O)CCn2cccn2)cc1
1%[46 µM],12%,CCc1ccc(C2=C(C)C(N3CCC(C(=O)Nc4cccc(OC)c4)CC3)=NS2(=O)=O)cc1
-20%[46 µM],0.0%,CC(Oc1ccccc1)C(=O)Nc1nnc(S(=O)(=O)N2CCCCCC2)s1 (stereo unspecified)
15%[46 µM],-1.3%,Cc1ccc(CN2C(=O)N(c3ccc(C)c(Cl)c3)S(=O)(=O)c3ccccc32)cc1
-12%[46 µM],-3.2%,CCn1c(CN2CCN(C)CC2)nc2cc(NC(=O)c3cc(OC)c(OC)c(OC)c3)ccc21
2%[46 µM],0.3%,CCc1nn2c(=O)cc(COC(=O)c3ccc(NC(=O)C4CCCCC4)cc3)nc2s1
-10%[46 µM],0.0%,CCCS(=O)(=O)N1CCCC(C(=O)NCCOC)C1 (stereo unspecified)

The list continues.
Lamin A splicing,Epigenetic reg,SMILES
0%[46 µM],1.4%,Cc1c(C(=O)NCCN(C)C)oc2c1-c1nn(Cc3cccc(Cl)c3)cc1CC2
-5%[46 µM],1.4%,CN(C)c1ccc(CNC(=O)CCn2c(=O)c3cccn3c3ccc(F)cc32)cc1
?,-1.1%,Cc1ccc(C2c3[nH]c4ccccc4c3CCN2C(=O)CCc2ccccc2)cc1 (stereo unspecified)
-3%[46 µM],1.1%,O=S(=O)(NCCc1csc2nc(-c3ccccc3)nn12)c1cc(F)ccc1F
-4%[46 µM],-1.3%,COc1ccc(CNC(=O)CC2N=C3c4ccccc4N=C(SCC(=O)Nc4ccc(N(C)C)cc4)N3C2=O)cc1 (stereo unspecified)
26%[46 µM],1.2%,Cc1ccc(Cn2cc(S(=O)(=O)c3cccc(Cl)c3)c(=O)c3cc(F)c(N4CCOCC4)cc32)cc1
0%[46 µM],-1.3%,Cc1ccc(CNc2ncnc3onc(C)c23)cc1
12%[46 µM],8.9%,COc1ccc(C(=O)c2cn(CC(=O)Nc3cc(C)ccc3C)c3nc(C)ccc3c2=O)cc1
-1%[46 µM],1.2%,CCS(=O)(=O)N1CC(=O)N(c2ccc(Cl)cc2C)C(C)(C(=O)NC2CCCCC2)C1 (stereo unspecified)
-23%[46 µM],6.4%,Cc1ccc(-n2ncc3c(NCCCN(C)C)ncnc32)cc1Cl
-15%[46 µM],-1.3%,COc1ccc(NC(=O)c2cnn(-c3ccc(F)cc3F)c2C2CCN(C(=O)OC(C)(C)C)CC2)cc1Cl
?,-1.7%,Cc1nc(-c2ccc(Cl)cc2)sc1CCNC(=O)c1ccco1
2%[46 µM],1.1%,Cn1nnc2c(N3CCN(c4ccccc4)CC3)ncnc21
?,0.0%,CC(C)OCCCNC(=O)c1ccc(CSc2nc3cccnc3n2Cc2ccccc2)cc1
9%[46 µM],0.0%,Cc1ccc2ncc3c(-c4ccccc4)nn(CC(=O)NC4CCCCC4)c3c2c1
?,-4.2%,Cn1c(=O)c2c(SCC(=O)NCc3ccco3)nc(-c3ccccc3F)nc2n(C)c1=O
?,0.0%,CCCCc1nn2c(=O)cc(COC(=O)CNC(=O)COc3ccc(C)cc3)nc2s1
-23%[46 µM],-1.2%,CCc1cccc(NC(=O)c2cn3c4c(ccc(Cl)c4c2=O)OC(C)C3)c1 (stereo unspecified)
-11%[46 µM],-1.2%,CCN1CCC(N(Cc2cccc(OC)c2)C(=O)Nc2ccc(C)cc2Cl)CC1
0%[46 µM],-0.9%,CCOc1ccccc1CNC(=O)CN1C(=O)CCn2nc(-c3cn(C)c4ccccc34)cc21

By substructure, the compounds so far with two or more sulfur atoms.
Lamin A splicing,Epigenetic reg,SMILES
27%[46 µM],-0.2%,O=S(=O)(NCCc1csc2nc(-c3ccccc3)nn12)c1ccc(Oc2ccccc2)cc1
-9%[46 µM],0.0%,COC(=O)c1scc(-c2ccc(C)cc2)c1S(=O)(=O)Nc1cc(C)c(Cl)cc1OC
?,?,CCOC(=O)c1c(NC(=O)c2ccc(S(=O)(=O)N(CCOC)CCOC)cc2)sc2c1CC(C)(C)NC2(C)C
?,0.0%,CCCCc1nn2c(=O)cc(COC(=O)c3cccs3)nc2s1
-20%[46 µM],0.0%,CC(Oc1ccccc1)C(=O)Nc1nnc(S(=O)(=O)N2CCCCCC2)s1 (stereo unspecified)
-3%[46 µM],1.1%,O=S(=O)(NCCc1csc2nc(-c3ccccc3)nn12)c1cc(F)ccc1F

The listing picks up, starting four compounds before the break.
Lamin A splicing,Epigenetic reg,SMILES
?,0.0%,CCCCc1nn2c(=O)cc(COC(=O)CNC(=O)COc3ccc(C)cc3)nc2s1
-23%[46 µM],-1.2%,CCc1cccc(NC(=O)c2cn3c4c(ccc(Cl)c4c2=O)OC(C)C3)c1 (stereo unspecified)
-11%[46 µM],-1.2%,CCN1CCC(N(Cc2cccc(OC)c2)C(=O)Nc2ccc(C)cc2Cl)CC1
0%[46 µM],-0.9%,CCOc1ccccc1CNC(=O)CN1C(=O)CCn2nc(-c3cn(C)c4ccccc34)cc21
18%[46 µM],12%,Cc1ccc(CNC(=O)CSc2nc3ccsc3c(=O)n2-c2ccc(Br)cc2)cc1
-8%[46 µM],6.5%,O=C(CSc1cn(CC(=O)N2CCCCC2)c2ccccc12)Nc1ccccc1
9%[46 µM],0.0%,Cc1ccc(Cl)cc1NC(=O)c1cc2c(=O)n3cccc(C)c3nc2n1C
16%[46 µM],5.1%,CCOc1ccc(NC(=O)C(=O)NCCc2csc(-c3ccc(F)cc3)n2)cc1
6%[46 µM],-4.3%,CCCCOc1ccc(C(=O)N2CCN(CCc3ccncc3)CC2)cc1
0%[46 µM],5.1%,CCOc1ccc(N(CC(=O)Nc2ccc(OC)cc2)S(=O)(=O)c2ccc(Cl)cc2)cc1
23%[46 µM],-1.4%,CCOc1cccc2sc(N3CCN(C(=O)C4CC4)CC3)nc12
8%[46 µM],0.8%,CCOc1ccc(S(=O)(=O)NCc2nc3cccnc3n2Cc2ccccc2OC)cc1
-15%[46 µM],0.0%,COc1ccc(Cn2ccc3nc(C)c(C(=O)Nc4ccc(OC)cc4)cc3c2=O)cc1
?,1.5%,Cc1ccc(CNC(=O)C(C)n2c(=O)cc(-c3ccccc3)c3c(C)nn(C)c32)cc1 (stereo unspecified)
?,0.0%,COc1ccc(CCNC(=O)CS(=O)Cc2nc(-c3ccc(C)cc3)oc2C)c(OC)c1 (stereo unspecified)
-15%[46 µM],-1.0%,Cc1ccc(Cc2nc3ccccc3nc2SCC(=O)N2CCN(c3ccccc3F)CC2)cc1
-15%[46 µM],4.2%,Cc1cccc(CCNC(=O)CCS(=O)(=O)c2cc3c(cc2Cl)NC(=O)CO3)c1
-4%[46 µM],1.1%,CCOc1ccc(Nc2sc(C(=O)c3ccc(F)cc3)c(N)c2S(=O)(=O)c2ccc(C)cc2)cc1
?,16%,CCc1ccc(NC(=O)C2CCN(c3nc(-c4ccc(OC)cc4)no3)CC2)cc1
-6%[46 µM],4.4%,COc1ccc(CNC(=O)CN2N=C(c3ccc(Cl)cc3)CCC2=O)cc1
?,2.4%,COc1cc(C(=O)Nc2ccc3nc(SCc4ccc(C)cc4)sc3c2)cc(OC)c1OC
0%[46 µM],0.8%,Cc1ccc(Nc2ncnc3c2cnn3-c2ccccc2)c(C)c1
-2%[46 µM],-0.8%,O=C(Nc1ccccc1)N(Cc1cccc(Cl)c1)c1ccccn1
-8%[46 µM],-3.1%,Cc1ccn2c(=O)cc(COc3ccc(NC(=O)COc4ccc(C)c(C)c4)cc3)nc2c1

The list goes on.
Lamin A splicing,Epigenetic reg,SMILES
5%[46 µM],-1.2%,CCc1ccc(NC(=O)CSc2nnc(-c3cc4occc4n3C)n2-c2ccccc2C)cc1
?,5.6%,COc1ccc(CCNc2ncnc3c2cnn3-c2ccc(C)c(Cl)c2)cc1
23%[46 µM],-1.3%,COc1cc(-c2ccno2)ccc1S(=O)(=O)N1CCN(c2ccc(F)cc2)CC1
-7%[46 µM],2.9%,Cc1cc(C)c(NC(=O)C(C)n2c(=O)cc(C)c3c(C)nn(-c4ccccc4)c32)c(C)c1 (stereo unspecified)
?,0.4%,Cc1nc2c(C(=O)NC(C)c3ccccc3)cnn2c(C)c1Cc1ccccc1 (stereo unspecified)
-4%[46 µM],-1.3%,CC1=C(C(=O)Nc2ccccc2)C(c2ccc(F)cc2)n2nc(SCc3cc(C)ccc3C)nc2N1 (stereo unspecified)
?,4.3%,CCCn1c2ccccc2c2cnn(CC(=O)Nc3ccccc3OC)c(=O)c21
13%[46 µM],3.4%,Cc1ccc(N2CC(C(=O)NCCS(=O)(=O)N3CCN(c4ccccc4F)CC3)CC2=O)cc1 (stereo unspecified)
3%[46 µM],-1.7%,CCOC(=O)c1cccc(NC(=O)Cn2cnc3nc4c(cc3c2=O)CCCC4)c1
